Source: PubChem BioAssay
CHRM4 antagonist = antagonists of human muscarinic M4 receptor (CHRM4); CHO-hM4 cells, ACh EC80, Fluo-8 calcium fluorescence; inhibition, % at 3 µM; hit rate 0.73% among 360,000;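 active = inhibition above its plate's cutoff, the mean inhibition of sample wells plus 3 SD, cut at about 27% in these data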;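 also: 0% = acetylcholine EC80 with DMSO and 100% = DMSO without agonist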
CHRM1 antagonist = human CHRM1 antagonism; CHO-K1 hM1, Fluo-8 calcium fluorescence, ACh EC80 antagonist; inhibition, % at 3 µM; hit rate 1.3% among 360,000; AID 588852;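 active = percent inhibition above its own plate's cutoff, namely the mean of that plate's compound wells plus 3 SD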;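 also: peak over basal fluorescence ratio during 140 s after agonist addition; 0% = ACh EC80 plus DMSO and 100% = DMSO alone without agonist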
Target sequence (P11229 whole entry, looked up): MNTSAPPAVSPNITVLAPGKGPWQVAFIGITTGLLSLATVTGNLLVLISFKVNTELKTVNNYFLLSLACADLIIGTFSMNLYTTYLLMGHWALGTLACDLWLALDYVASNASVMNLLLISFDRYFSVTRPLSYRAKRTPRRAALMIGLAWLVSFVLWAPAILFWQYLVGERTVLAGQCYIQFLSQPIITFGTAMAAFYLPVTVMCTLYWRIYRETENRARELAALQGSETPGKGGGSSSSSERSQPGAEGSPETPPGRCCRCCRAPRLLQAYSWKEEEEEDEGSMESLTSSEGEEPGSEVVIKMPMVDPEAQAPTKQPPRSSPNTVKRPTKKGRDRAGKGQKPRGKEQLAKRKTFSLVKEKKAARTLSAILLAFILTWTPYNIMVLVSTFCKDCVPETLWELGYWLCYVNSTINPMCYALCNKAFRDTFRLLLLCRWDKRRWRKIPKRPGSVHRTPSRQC
M1 ag = activates human CHRM1 receptor. P11229. CHO-K1 hM1, Fluo-8 calcium fluorescence, agonist mode; 0% DMSO, 100% acetylcholine EC100. activation, % at 3 µM. hit rate 0.33% among 360,000. AID 588814;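 active = activation above the run's mean compound activation plus 3 SD, cut at about 16% in these data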;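 also: peak over basal fluorescence ratio within a 140 s kinetic read after compound addition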
CHRM4 agonist = CHRM4 agonism in calcium assay; P08173; CHO-K1 hM4/Gqi5, Fluo-8 calcium fluorescence; vehicle 0%, full acetylcholine response 100%; activation, % at 3 µM; hit rate 0.14% among 360,000; AID 624127;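 active = activation above the run mean over all test wells plus 3 SD, cut at about 32% in these data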;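 also: peak over basal fluorescence ratio per well then scaled between controls; 0% = DMSO wells and 100% = acetylcholine at EC100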
CHO parental Ca = counter-screen for OX1R antagonists: effect in parental CHO cells; hit rate 0.63% among 330,000; AID 463079; parental CHO-K1, ATP-induced calcium, Fluo-8 fluorescence; inhibition, % at 5.6 µM;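 active = inhibition above that plate's mean sample inhibition plus 3 SD, cut at about 26% in these data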;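 also: 0% = ATP-challenged DMSO wells and 100% = DMSO wells without ATP; some compounds past the cut are filed as inactive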
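Assay system: parental CHO cells; Read-out basis: percent inhibition of ATP-evoked calcium rise, normalized to controls; Benchmarks: ATP and no-ATP DMSO wells; Compound dosing: single nominal dose of 5.6 µM per compound; Signal: Fluo-8 calcium dye fluorescence; Also added: ATP as calcium-mobilizing challenge; Repeats: singlicate.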
CHRM1 PAM = human CHRM1 positive allosteric modulation; AID 588819; activation, % at 3 µM; CHO-K1 hM1, Fluo-8 calcium fluorescence, ACh EC20; 0% = ACh EC20, 100% = maximal ACh; hit rate 0.088% among 360,000; P11229; in the data active = activation above about 19%, passing the limit was not always enough
CHO-K1 Ca antag = M1 antagonist counterscreen hit in parental CHO-K1 cells. ATP-induced calcium, Fluo-8 fluorescence. inhibition, % at 3 µM. hit rate 0.6% among 360,000. AID 602250;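 active = inhibition above a per-plate cutoff, the plate's mean sample inhibition plus 3 SD, cut at about 24% in these data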;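 also: 0% = DMSO plus EC80 ATP and 100% = DMSO alone without ATP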
CHO-K1 Ca ag = nonselective activator or artifact in parental CHO-K1 cells; Fluo-8 calcium fluorescence; scaled to maximal ATP response, vehicle zero; AID 602248; activation, % at 3 µM; hit rate 0.48% among 360,000; in the data active = activation above about 15%;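 also: untransfected CHO-K1 host cells lacking M1 receptor as counterscreen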
OXTR potentiator = potentiators of human oxytocin receptor; activation, % at 3 µM; CHO-OTR cells, Fluo-8 calcium fluorescence, potentiator mode; 0% = oxytocin EC15, 100% = EC100; P30559; hit rate 0.061% among 320,000;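 active = activation above that plate's cutoff, the mean activation of tested compounds plus 3 SD, cut at about 6.6% in these data, passing the limit was not always enough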;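 also: 100% uses oxytocin at 75 nM as the full agonist control; some results filed as inactive read as strong as hits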
Target sequence (P30559 whole entry, looked up): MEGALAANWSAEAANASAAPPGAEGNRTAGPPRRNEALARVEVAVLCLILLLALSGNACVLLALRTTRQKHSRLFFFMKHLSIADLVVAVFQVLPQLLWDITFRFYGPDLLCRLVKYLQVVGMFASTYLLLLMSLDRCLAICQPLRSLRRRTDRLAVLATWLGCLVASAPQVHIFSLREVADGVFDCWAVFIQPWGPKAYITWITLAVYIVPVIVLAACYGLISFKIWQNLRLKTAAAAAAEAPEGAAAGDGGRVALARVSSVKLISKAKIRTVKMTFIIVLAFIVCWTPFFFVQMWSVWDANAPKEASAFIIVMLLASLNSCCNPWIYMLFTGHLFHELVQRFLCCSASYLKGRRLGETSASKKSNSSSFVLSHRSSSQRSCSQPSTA
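Assay system: CHO cell line stably expressing human OTR | Also added: Oxytocin at about EC15, sub-maximal agonist stimulus | Times: Compound 6 min at room temperature before oxytocin, 100 s read | Measured by: Fluo-8 intracellular calcium fluorescence, ex 470-495, em 515-575 nm | Controls: EC15 oxytocin alone as 0%, 75 nM oxytocin as 100%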
* marks the source's active call; other numbers are inactive results.

Screening Cc1ccc2c(c1)N(Cc1ccccn1)C(=O)C(C)O2 (stereo not given) returned CHRM4 antagonist -12, CHRM1 antagonist -5, M1 ag -6, CHRM4 agonist 0, CHO parental Ca -9, CHRM1 PAM 3, CHO-K1 Ca antag -14, CHO-K1 Ca ag 0.2 and OXTR potentiator -3.
COc1ccccc1C(=O)N=C1NC(=O)CC2C(=O)NCCN12 (stereo not given) was read as CHRM4 antagonist -1, CHRM1 antagonist 3, M1 ag -1, CHRM4 agonist 0, CHO parental Ca 5, CHRM1 PAM 4, CHO-K1 Ca antag -2, CHO-K1 Ca ag 0.1 and OXTR potentiator 2.
Screening COCCN(Cc1cc2cc3c(cc2nc1Cl)OCO3)C(=O)Nc1ccccc1OC returned CHRM4 antagonist -4, CHRM1 antagonist 13, M1 ag 2, CHRM4 agonist 0, CHO parental Ca -18, CHRM1 PAM -4, CHO-K1 Ca antag -5, CHO-K1 Ca ag 0.5 and OXTR potentiator -4.
`Cc1cccc(OCCCCCNCCO)c1` gave CHRM4 antagonist -6, CHRM1 antagonist 13, M1 ag -4, CHRM4 agonist 2, CHO parental Ca -9, CHRM1 PAM 0, CHO-K1 Ca antag 1, CHO-K1 Ca ag 0.1 and OXTR potentiator 3.
Screening COC(=O)c1c(N2C(=O)CC(Sc3ncccc3C(=O)O)C2=O)sc(C)c1C (stereo not given) returned CHRM4 antagonist -3, CHRM1 antagonist -19, M1 ag -2, CHRM4 agonist 0, CHO parental Ca -4, CHRM1 PAM 18, CHO-K1 Ca antag -13, CHO-K1 Ca ag 0.6 and OXTR potentiator -21.
For COc1ccc(CCNC(=O)C(=O)NCC2OCCN2S(=O)(=O)c2cc(F)ccc2F)cc1 (stereo not given) the results were CHRM4 antagonist 3, CHRM1 antagonist 12, M1 ag 3, CHRM4 agonist 22, CHO parental Ca -1, CHRM1 PAM -12, CHO-K1 Ca antag -6, CHO-K1 Ca ag 6.3 and OXTR potentiator -6.
COc1cc(/C=N/NC(=O)c2cccc(S(=O)(=O)N3CCCC3)c2)cc(OC)c1O was read as CHRM4 antagonist -4, CHRM1 antagonist -17, M1 ag -5, CHRM4 agonist 0, CHO parental Ca -4, CHRM1 PAM 12, CHO-K1 Ca antag 5, CHO-K1 Ca ag 0.8 and OXTR potentiator -5.
O=C(CCC1CCCCC1)N1CCN(Cc2ccc3c(c2)OCO3)CC1 was read as CHRM4 antagonist -13, CHRM1 antagonist -4, M1 ag 12, CHRM4 agonist 0, CHO parental Ca -12, CHRM1 PAM 2, CHO-K1 Ca antag -5, CHO-K1 Ca ag 0.2 and OXTR potentiator -7.
`C/C(=N\O)C(C)NC(=O)c1ccccc1` (stereo not given) gave CHRM4 antagonist 0, CHRM1 antagonist 8, M1 ag -2, CHRM4 agonist 0, CHO parental Ca 5, CHRM1 PAM -3, CHO-K1 Ca antag -5, CHO-K1 Ca ag 0.0 and OXTR potentiator -7.
`COc1ccc(-c2cc(NC=O)c3ncc(-c4ccc(OC)c(OC)c4)n3c2)cc1` gave CHRM4 antagonist 4, CHRM1 antagonist -5, M1 ag -4, CHRM4 agonist 0, CHRM1 PAM 2, CHO-K1 Ca antag 1 and CHO-K1 Ca ag 0.7.
CCOc1ccc(NC(=O)CN2C(=O)NC(C)(c3ccc(OC(F)F)cc3)C2=O)cc1 (stereo not given) was read as CHRM4 antagonist 11, CHRM1 antagonist 19, M1 ag 32*, CHRM4 agonist 51*, CHO parental Ca 21, CHRM1 PAM 3, CHO-K1 Ca antag 9, CHO-K1 Ca ag 19* and OXTR potentiator -17.
For CN(C)c1nccc(Nc2ccccc2)c1C#N the results were CHRM4 antagonist -13, CHRM1 antagonist -19, M1 ag -3, CHRM4 agonist 4, CHO parental Ca -12, CHRM1 PAM 6, CHO-K1 Ca antag 0, CHO-K1 Ca ag 5.4 and OXTR potentiator -7.
`Cn1c(=O)[nH]c(=O)c2c1nc(SCCO)n2CCCc1ccccc1` gave CHRM4 antagonist -1, CHRM1 antagonist -2, M1 ag -1, CHRM4 agonist 3, CHO parental Ca 4, CHRM1 PAM 0, CHO-K1 Ca antag -7, CHO-K1 Ca ag 1.0 and OXTR potentiator -5.
For Cc1cc(Cl)ccc1C(=O)C1CCCN(C(=O)c2cc(C(C)C)no2)C1 (stereo not given) the results were CHRM4 antagonist -1, CHRM1 antagonist -8, M1 ag -3, CHRM4 agonist 5, CHO parental Ca -15, CHRM1 PAM 7, CHO-K1 Ca antag -13, CHO-K1 Ca ag 5.2 and OXTR potentiator -5.
For COc1ccccc1N1CCN(C(=O)c2sc3nc(-c4ccc(F)cc4)cn3c2C)CC1 the results were CHRM4 antagonist -2, CHRM1 antagonist 1, M1 ag -2, CHRM4 agonist 12, CHO parental Ca 12, CHRM1 PAM -8, CHO-K1 Ca antag -4, CHO-K1 Ca ag 2.0 and OXTR potentiator -4.
For Cn1nc(C(F)(F)F)cc1C(=O)Nc1ccc(-c2ccno2)cc1 the results were CHRM4 antagonist -5, CHRM1 antagonist -11, M1 ag 2, CHRM4 agonist 8, CHO parental Ca -3, CHRM1 PAM 10, CHO-K1 Ca antag -2, CHO-K1 Ca ag 0.5 and OXTR potentiator -9.
CCC1C(=O)N(C)CCc2ccccc21 (stereo not given) was read as CHRM4 antagonist 3, CHRM1 antagonist -7, M1 ag -3, CHRM4 agonist 1, CHO parental Ca -15, CHRM1 PAM 7, CHO-K1 Ca antag -6, CHO-K1 Ca ag 0.0 and OXTR potentiator 1.
Screening O=C(CSc1nnc(-c2ccco2)n1CC1CCCO1)NC1CCCC1 (stereo not given) returned CHRM4 antagonist 3, CHRM1 antagonist -5, M1 ag -3, CHRM4 agonist 1, CHO parental Ca -2, CHRM1 PAM 5, CHO-K1 Ca antag -11, CHO-K1 Ca ag 0.1 and OXTR potentiator -5.
O=C(N/N=C/c1cc2c(cc1Cl)OCO2)c1ccc2c(c1)OCCO2 was read as CHRM4 antagonist -6, CHRM1 antagonist -4, M1 ag -2, CHRM4 agonist 1, CHO parental Ca -17, CHRM1 PAM 4, CHO-K1 Ca antag -11, CHO-K1 Ca ag 0.9 and OXTR potentiator -3.
For Cc1ccc(C(=O)NC2CC3CCCC(C2)N3C(=S)NCc2ccco2)cc1 (stereo not given) the results were CHRM4 antagonist -14, CHRM1 antagonist -4, M1 ag -5, CHRM4 agonist 1, CHO parental Ca -27, CHRM1 PAM 10, CHO-K1 Ca antag -15, CHO-K1 Ca ag -0.5 and OXTR potentiator 10.
For Cc1ccc([C@H]2C[C@H](n3cc(-c4ccc(F)cc4)nn3)[C@@H](O)CN2C(=O)c2cccs2)cc1 the results were CHRM4 antagonist -20, CHRM1 antagonist -4, M1 ag 0, CHRM4 agonist 8, CHRM1 PAM 5, CHO-K1 Ca antag 3 and CHO-K1 Ca ag 2.7.
Screening OC[C@@H]1CN(Cc2ccc(Cl)cc2)C[C@H](n2cnc3c(N4CCCC4)ncnc32)O1 returned CHRM4 antagonist -16, CHRM1 antagonist -14, M1 ag -1, CHRM4 agonist 4, CHRM1 PAM 9, CHO-K1 Ca antag -11 and CHO-K1 Ca ag 2.2.
For O=C(O)CNC(=O)c1ccccc1NC(=O)c1ccco1 the results were CHRM4 antagonist -6, CHRM1 antagonist -3, M1 ag -5, CHRM4 agonist 1, CHO parental Ca -4, CHRM1 PAM 3, CHO-K1 Ca antag -7, CHO-K1 Ca ag 0.6 and OXTR potentiator -4.
Screening Cc1ccccc1NC(=O)NC1CCCc2ccccc21 (stereo not given) returned CHRM4 antagonist 2, CHRM1 antagonist -9, M1 ag -5, CHRM4 agonist 0, CHO parental Ca -8, CHRM1 PAM 4, CHO-K1 Ca antag 6, CHO-K1 Ca ag 1.5 and OXTR potentiator -10.
Screening Cc1ccc(S(=O)(=O)N2CCN=C2SCc2cccnc2)cc1 returned CHRM4 antagonist -8, CHRM1 antagonist -3, M1 ag -9, CHRM4 agonist 1, CHO parental Ca -10, CHRM1 PAM 7, CHO-K1 Ca antag -2, CHO-K1 Ca ag 0.5 and OXTR potentiator 2.
`COC(=O)[C@]12CCCCC=C1N(Cc1ccc(Cl)cc1Cl)C(=O)[C@H](CC(=O)NCCC(C)C)C2` gave CHRM4 antagonist 10, CHRM4 agonist 7, CHO-K1 Ca antag 10 and CHO-K1 Ca ag 2.2.
C[C@@H]1CCCCO[C@H](CN(C)S(=O)(=O)c2ccc(F)cc2)[C@@H](C)CN([C@H](C)CO)C(=O)c2cc(NC(=O)Nc3ccc(C(F)(F)F)cc3)ccc2O1 was read as CHRM4 antagonist 3, CHRM1 antagonist 0, M1 ag -4, CHRM4 agonist 0, CHRM1 PAM -4, CHO-K1 Ca antag -2 and CHO-K1 Ca ag 1.2.
Screening COc1cccc(C(=O)N2CCN(C(=O)Cc3ccccc3)CC2)c1 returned CHRM4 antagonist -13, CHRM1 antagonist -6, M1 ag -8, CHRM4 agonist 1, CHO parental Ca -9, CHRM1 PAM 12, CHO-K1 Ca antag 7, CHO-K1 Ca ag 0.3 and OXTR potentiator -7.

Of the compounds above, 5 contain a Cl atom.
Screening COCCN(Cc1cc2cc3c(cc2nc1Cl)OCO3)C(=O)Nc1ccccc1OC returned CHRM4 antagonist -4, CHRM1 antagonist 13, M1 ag 2, CHRM4 agonist 0, CHO parental Ca -18, CHRM1 PAM -4, CHO-K1 Ca antag -5, CHO-K1 Ca ag 0.5 and OXTR potentiator -4.
For Cc1cc(Cl)ccc1C(=O)C1CCCN(C(=O)c2cc(C(C)C)no2)C1 (stereo not given) the results were CHRM4 antagonist -1, CHRM1 antagonist -8, M1 ag -3, CHRM4 agonist 5, CHO parental Ca -15, CHRM1 PAM 7, CHO-K1 Ca antag -13, CHO-K1 Ca ag 5.2 and OXTR potentiator -5.
O=C(N/N=C/c1cc2c(cc1Cl)OCO2)c1ccc2c(c1)OCCO2 was read as CHRM4 antagonist -6, CHRM1 antagonist -4, M1 ag -2, CHRM4 agonist 1, CHO parental Ca -17, CHRM1 PAM 4, CHO-K1 Ca antag -11, CHO-K1 Ca ag 0.9 and OXTR potentiator -3.
Screening OC[C@@H]1CN(Cc2ccc(Cl)cc2)C[C@H](n2cnc3c(N4CCCC4)ncnc32)O1 returned CHRM4 antagonist -16, CHRM1 antagonist -14, M1 ag -1, CHRM4 agonist 4, CHRM1 PAM 9, CHO-K1 Ca antag -11 and CHO-K1 Ca ag 2.2.
`COC(=O)[C@]12CCCCC=C1N(Cc1ccc(Cl)cc1Cl)C(=O)[C@H](CC(=O)NCCC(C)C)C2` gave CHRM4 antagonist 10, CHRM4 agonist 7, CHO-K1 Ca antag 10 and CHO-K1 Ca ag 2.2.

Not a hit list; any-hit rate near 2.9%.
